Nrf2 activator = activators of Nrf2 (ARE) signaling. Potency, µM (highest dose often 46.1 µM), for the others: top-dose activation, hits mostly activators. 0.31% of 410,000 active. AREc32 ARE-luciferase reporter (MCF7-derived line), luminescence, 24 h; note: potency is the fitted concentration of half-maximal effect; % of control where 0% means no effect; nearly all actives have a fitted effect of over 65% in size
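ARE activation measured as luciferase luminescence (Steady-Glo, 30 min RT) in AREc32_Fluc cells after 24 hr compound exposure at 37 deg C, 5% CO2; cells seeded overnight at 1000/well in OPTI-MEM, 5% FBS.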
Nrf2 inh = inhibitors of Nrf2 signaling; A549 ARE-Fluc reporter, luciferase luminescence, 18-24 h; Potency, µM (top dose mostly 46 µM), inactives show at the highest dose activity change, negative = inhibition, usual class: inhibitors; 2.1% of 360,000 active; note: potency is the fitted concentration of half-maximal effect; % is set by controls: 0 for no effect and ±100 for the full control effect; nearly all actives have a fitted effect of over 60% in size
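Two sequential reads on A549 ARE_Fluc cells exposed to compound for 18-24 h: a CellTiter-Fluor fluorescence read for viability, then a luciferase luminescence read for Nrf2/ARE activity.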
TGFb inhibitor = inhibitors of TGF-b signaling; AID 588855; HepG2 CAGA-GFP TGF-b/SMAD3 reporter, GFP fluorescence, 18 h; TGF-beta stimulated, 500 pg/mL final; Potency, µM (top dose mostly 46.1 µM), without a hit: at the highest dose activity, negative = inhibition, most hits filed as inhibitors; 1.2% of 410,000 active; note: potency is the fitted concentration of half-maximal effect; % is set by controls: 0 for no effect and ±100 for the full control effect; nearly all actives have a fitted effect of over 65% in size
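HEPG2 CAGA-GFP, 1000 cells/well; 2 h settle, 37 C; cpd via pin tool; TGF-b 500 pg/mL final; 18 h, 37 C; GFP imaging ex488/em500-530; %Activity normalised to -TGF-b and +DMSO controls; CRC fit, curve class.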
A549 viability = kills or reduces viability of A549 cells in Nrf2 counter-screen. A549 ARE-Fluc cells, CellTiter-Fluor viability, 18-24 h. Potency, µM (series often up to 46 µM), for the others: at the highest dose activity change, negative = cytotoxicity, actives largely listed as inhibitors. AID 504648. 0.16% of 390,000 active; note: potency is the fitted concentration of half-maximal effect; % is set by controls: 0 for no effect and ±100 for the full control effect
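A549 ARE-Fluc cells in 5% FBS OPTI-MEM, 5000 cells/well, rested 2 h then exposed to compounds in concentration-response for 18-24 h at 37 °C. Viability by CellTiter-Fluor fluorescence (Ex 405/Em 525) after 30 min; luciferase luminescence (BugLite, 15 min, RT) read afterwards.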
HepG2 viability = kills HepG2 cells in TGF-b inhibitor counter-screen. AID 588856. HepG2 CAGA-GFP viability, ATP luminescence, 18 h. 0.76% of 410,000 active. Potency, µM (highest dose often 46.1 µM), for the others: at the highest dose activity change, negative = cytotoxicity, actives largely listed as cytotoxic; note: potency is the fitted concentration of half-maximal effect; some results filed as inactive show a strong effect at the top dose
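HepG2 CAGA-GFP cells (1000/well, DMEM with 1% FBS) received compound, then TGF-beta at 500 pg/mL final, and were incubated 18 hours at 37 degrees C. Viability was read by CellTiter-Glo luminescence. Media-only wells were set as complete cell-killing and DMSO as no toxicity.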
IL-2 act = activates IL-2 in a cell-based reporter assay; IL-2 activation reporter assay, cell-based qHTS; stimulated with anti-CD3/CD4/CD28 beads; in transgenic mouse T cells; activation, % (series mostly up to about 46 µM); 0.065% of 360,000 active; in the data active = activation above about 50%; inconclusive = mostly about 30% to 49%; note: 0% is about no effect
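Using fluorescent plate cytometry, EGFP and DsRed are detected in transgenic mouse T cells stimulated 18 h at 37 degrees C with antibody-coated beads after 60 min compound pretreatment.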
EPAC2 ag = EPAC2 (human) agonism; Q8WZA2; EPAC2 activation, biochemical qHTS; response scale: 100% = 6.5 mM cAMP response; 0.079% of 360,000 active; Potency, µM (top dose mostly 154 µM), for inactives: at the top dose activation, usual class: activators; note: potency is the fitted concentration of half-maximal effect; nearly all actives have a fitted effect of over 50% in size
Target sequence (Q8WZA2 whole entry, looked up): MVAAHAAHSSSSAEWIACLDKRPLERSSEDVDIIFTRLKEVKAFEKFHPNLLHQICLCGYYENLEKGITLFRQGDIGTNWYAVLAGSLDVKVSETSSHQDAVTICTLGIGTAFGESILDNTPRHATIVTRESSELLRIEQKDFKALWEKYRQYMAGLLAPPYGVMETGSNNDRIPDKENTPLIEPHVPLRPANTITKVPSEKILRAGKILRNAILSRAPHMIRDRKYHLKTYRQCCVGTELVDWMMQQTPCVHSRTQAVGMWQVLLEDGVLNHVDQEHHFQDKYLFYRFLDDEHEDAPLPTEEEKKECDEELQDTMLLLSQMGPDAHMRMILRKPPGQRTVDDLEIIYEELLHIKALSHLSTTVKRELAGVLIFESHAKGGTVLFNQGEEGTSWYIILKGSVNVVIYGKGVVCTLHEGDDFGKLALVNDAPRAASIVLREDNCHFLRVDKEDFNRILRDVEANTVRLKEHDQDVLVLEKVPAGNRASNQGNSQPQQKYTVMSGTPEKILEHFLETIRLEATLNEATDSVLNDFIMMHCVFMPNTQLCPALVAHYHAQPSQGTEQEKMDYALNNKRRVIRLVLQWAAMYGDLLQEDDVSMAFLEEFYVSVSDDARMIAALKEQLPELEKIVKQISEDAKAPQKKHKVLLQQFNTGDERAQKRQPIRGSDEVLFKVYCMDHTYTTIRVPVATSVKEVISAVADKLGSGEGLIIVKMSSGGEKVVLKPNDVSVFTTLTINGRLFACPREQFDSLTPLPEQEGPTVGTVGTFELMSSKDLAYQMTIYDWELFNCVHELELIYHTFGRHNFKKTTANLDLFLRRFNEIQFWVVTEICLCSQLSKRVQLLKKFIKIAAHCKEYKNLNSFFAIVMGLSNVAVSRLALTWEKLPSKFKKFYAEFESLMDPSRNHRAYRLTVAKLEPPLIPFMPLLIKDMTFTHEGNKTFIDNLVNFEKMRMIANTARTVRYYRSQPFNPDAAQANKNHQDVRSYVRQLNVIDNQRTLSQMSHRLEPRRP
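Compounds were titrated in qHTS against a Rap1B-BODIPY-GDP (250 nM) complex with EPAC2 (100 nM) and GDP (50 uM). BODIPY-GDP release tracked at 480/540 nm over 30 min at room temperature, normalized to 6.5 mM cAMP.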
ATXN2 expr inh = inhibitors of ATXN2 expression. HEK-293 ATXN2-luciferase reporter, luminescence, 24 h. Potency, µM (top dose mostly 57 µM), for inactives: top-dose activity change, negative = inhibition, actives largely listed as inhibitors. 0.72% of 360,000 active. AID 1745845; note: potency is the fitted concentration of half-maximal effect; % is set by controls: 0 for no effect and ±100 for the full control effect; nearly all actives have a fitted effect of over 55% in size
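ATXN2-luciferase reporter cells (luciferase flanked by upstream and downstream ATXN2 gene portions) were treated 24 h at 37 °C with compounds at up to 57 uM. SteadyGlo luminescence gave expression; GF-AFC fluorescence gave viability.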
ATXN viability = viability counter-screen for ATXN expression inhibitors. S2 cells (HEK-293 line with an ATXN2-luciferase reporter) viability, CellTiter-Fluor protease fluorescence, 24 h. Potency, µM (series often up to 56.7 µM), hits mostly cytotoxic. 0.49% of 400,000 active; note: potency is the fitted concentration of half-maximal effect; nearly all actives have a fitted effect of over 40% in size
* = called active by the depositor; i = inactive; u = inconclusive; x = no result given; & = joins results of further samples; [ ] = dose if it differs, or a comment. Unless noted, calls come from the whole dose curve; as a rule, active = well fitted curve in the direction sought with a large enough effect; inconclusive = small, poorly fitted or top-dose-only effect, or another doubt; inactive = no such curve, though single readings can be large; an effect the other way counts as inactive or inconclusive.

SMILES | Nrf2 activator | Nrf2 inh | TGFb inhibitor | A549 viability | HepG2 viability | IL-2 act | EPAC2 ag | ATXN2 expr inh | ATXN viability
COc1ccc(OC)c(NC(=O)CCN2CC(C)CC(C)C2)c1 (configuration not stated) | -1.1% | -8% | 7% | -3% | 0% | 0.5 | -2% | x | i
Cc1csc(NC(=O)c2cc[n+]([O-])cc2)n1 | -0.6% | 13% | 6% | -10% | 2% | 0.0 | 8% | x | u
COc1ccc2c(c1)C(=O)N(CCc1ccc(S(=O)(=O)NC(=O)NC3CCCCC3)cc1)C(=O)C2(C)C | -0.2% | -27% | 7% | -1% | 1% | -2.4 | 7% | -8%&3% | u
COc1cc(C(=O)OCC(=O)N2CCN(C(C)=O)CC2)ccc1OCC(C)C | -0.4% | 1% | -2% | 12% | 14% | 0.4 | -1% | 4% | i
Cc1cc(C(=O)OCC(=O)Nc2nccs2)c2ccccc2n1 | -0.3% | 20% | 0% | 0% | -1% | -4.8 | -3% | 12% | i
NC(=O)N1c2ccccc2C=Cc2ccccc21 | 0.4%&0.5% | u | 0%&2% | -5%&1% | -7%&-19% | 0.0&0.5 | 8%&6% | 3%&2%&2% | i
CCSCCOC(=O)C1=C(C)N(C)C(=O)NC1c1cc(OC)ccc1OC (configuration not stated) | 0.2% | 6% | -19% | 6% | -27% | -0.3 | 0% | 10% | i
COC(=O)C1=C(C(=O)OC)[C@@H]2N(Cc3ccccc3)c3ccccc3[C@@]23C[C@@H](C(=O)OC)N(C(=O)NC2CCCCC2)C3=N1 | 0.1% | -14% | -8% | 13% | 2% | -2.0 | -8% | 1% | i
CCCC[n+]1c2ccccc2cc2ccccc21 | 3.2% | -28% | u | 7% | -23% | -3.5 | 12% | x | x
O=C(CNS(=O)(=O)c1ccccc1)N/N=C/c1ccncc1 | -0.5% | 3% | 2% | 5% | 5% | 0.0 | 9% | x | i
Cc1c(Cl)cccc1NC(=S)N1CCC(N(C)CC2CCCO2)CC1 (configuration not stated) | 0.2% | -1% | 15% | 1% | 15% | 0.1 | 8% | -18% | i
O=C(Cc1ccccc1)Nc1ccc2oc(-c3cccnc3)nc2c1 | 0.6% | -3% | -21% | -14% | 8% | 1.5 | 6% | 5% | i

Next part, starting with the last four of the part before.
SMILES | Nrf2 activator | Nrf2 inh | TGFb inhibitor | A549 viability | HepG2 viability | IL-2 act | EPAC2 ag | ATXN2 expr inh | ATXN viability
CCCC[n+]1c2ccccc2cc2ccccc21 | 3.2% | -28% | u | 7% | -23% | -3.5 | 12% | x | x
O=C(CNS(=O)(=O)c1ccccc1)N/N=C/c1ccncc1 | -0.5% | 3% | 2% | 5% | 5% | 0.0 | 9% | x | i
Cc1c(Cl)cccc1NC(=S)N1CCC(N(C)CC2CCCO2)CC1 (configuration not stated) | 0.2% | -1% | 15% | 1% | 15% | 0.1 | 8% | -18% | i
O=C(Cc1ccccc1)Nc1ccc2oc(-c3cccnc3)nc2c1 | 0.6% | -3% | -21% | -14% | 8% | 1.5 | 6% | 5% | i
CC1CCCCC1NC(=O)CN(C)S(=O)(=O)c1cccc2nsnc12 (configuration not stated) | -1.3% | x | 11% | 0% | -16% | -0.4 | 2% | -25% | i
Cc1cccc(C(=O)NCC(=O)N2CCOCC2)c1 | -0.8% | 9% | 9% | -3% | 4% | 1.5 | 4% | 17% | i
O=C1c2ccccc2C(=O)N1c1nc2nccc(-c3ccccc3)n2n1 | 1.5% | 21% | 0% | -5% | -14% | 1.1 | 1% | -2% | i
Cc1cccc(NC(=O)NCC(F)(F)F)n1 | -0.2% | 3% | -9% | -3% | 4% | -1.2 | -4% | 13% | i
CSCCC(NC(=O)c1ccco1)C(=O)N(C)CC(=O)Nc1c(Cl)cccc1Cl (configuration not stated) | 0.8% | -5% | 4% | -4% | -5% | -3.5 | 12% | 0% | i
CCOP(=O)(c1ccccc1Cl)C1(O)CCCCC1 (configuration not stated) | -0.9% | x | u | -4% | 0% | -0.2 | -6% | -32% | u
CN(C)N1C(N)=C(C#N)C(c2ccccc2)C2=C1CCCC2=O (configuration not stated) | 2.5% | 1% | 1% | -6% | -22% | 0.5 | 11% | 7% | i
CC1(C(=O)Nc2ccc3c(c2)OCCO3)CCN1C(=O)C1(c2ccccc2)CC1 (configuration not stated) | -0.4%[9.22 µM] | x | 23% | x | 0% | -0.1 | 8% | 0% | i
COCCN(C(=O)c1ccco1)c1nnc(-c2ccc(OC)cc2)s1 | 8.0% | 15% | -6% | -11% | 3% | 4.9 | 2% | 16% | i
CCc1ccccc1NC(=O)c1cnc(N2CCCCC2)c2ccccc12 | 0.4% | x | -12% | 12% | -19% | x | x | x | x
CCc1ccc2oc(C(=O)NCCc3ccc(OC)c(OC)c3)cc(=O)c2c1 | 4.6% | u | u | -15% | -6% | x | x | u | u
COc1ccc(C(=O)Nc2cccc(S(=O)(=O)N3CCCC3)c2)cc1S(=O)(=O)N1CCOCC1 | 0.0% | -18% | -3% | -7% | -7% | -0.8 | 4% | -20% | i
CN1CCN(c2ccc([N+](=O)[O-])cc2NC(=O)c2ccco2)CC1 | -0.7% | -11% | -4% | -1% | -1% | -1.4 | 3% | -20% | i
O=C(O)CCN1CC2([N+](=O)[O-])C=CC(=O)C([N+](=O)[O-])(C1)C2CC(=O)c1ccccc1 (configuration not stated) | -0.2% | -11% | -11% | -21% | 3% | 1.1 | -3% | -3% | i
Cc1ccc(-c2cn3c(n2)CCCC3)cc1 | -0.7% | -18% | 5% | 0% | -27% | -1.4 | 1% | -3% | i
O=C(Nc1cccc(S(=O)(=O)NC2=NCCC2)c1)c1cc(F)c(F)c(F)c1F | 0.1% | 7% | u | -6% | -13% | -5.8 | 0% | 9% | i
O=C(Nc1ccccc1C(=O)NC(Cc1c[nH]c2ccccc12)C(=O)O)c1ccccc1 (configuration not stated) | 0.2% | 16% | -2% | 0% | -1% | -0.3 | 11% | -10% | i
Cc1ccn(CC(C)C(=O)O)n1 (configuration not stated) | 0.1% | -1% | -14% | 1% | -3% | 2.3 | 6% | -23% | u
CCOC(=O)C1CCCN(C(=O)c2cc3nc(-c4ccc5c(c4)OCO5)cc(C(F)(F)F)n3n2)C1 (configuration not stated) | -0.6% | -17% | -4% | 2% | 4% | 0.1 | -2% | u | i
COc1ccc(NC(=O)N(C)C[C@H]2Oc3c(NC(=O)Cc4ccccc4)cccc3C(=O)N([C@H](C)CO)C[C@@H]2C)cc1 | -0.3% | -9% | -9% | 0% | 27% | -4.2 | 6% | -5% | i
O=C(Nc1ccc(F)c(Cl)c1)C1Cc2ccccc2CN1S(=O)(=O)c1ccc(F)cc1 (configuration not stated) | 0.2% | -21% | x | -20% | -26% | x | x | x | x
Brc1ccc2nc3c(n2c1)CCCC3 | -0.6% | 3% | -16% | 1% | 2% | -0.2 | 5% | 4% | i
NC(=O)NCc1ccccc1 | 0.1% | -6% | -1% | 0% | -2% | 0.2 | 6% | 3% | i
Clc1cccc(NC2=NCCC2)c1 | -1.0% | -5% | 42%[activator] | 10% | 29% | -0.2 | -85%[inhibitor][15.6 µM] | -2% | i

5 entries from above, in markdown:
| Structure | Nrf2 activator | Nrf2 inh | TGFb inhibitor | A549 viability | HepG2 viability | IL-2 act | EPAC2 ag | ATXN2 expr inh | ATXN viability |
| --- | --- | --- | --- | --- | --- | --- | --- | --- | --- |
| O=C(O)CCN1CC2([N+](=O)[O-])C=CC(=O)C([N+](=O)[O-])(C1)C2CC(=O)c1ccccc1 (configuration not stated) | -0.2% | -11% | -11% | -21% | 3% | 1.1 | -3% | -3% | i |
| Cc1ccc(-c2cn3c(n2)CCCC3)cc1 | -0.7% | -18% | 5% | 0% | -27% | -1.4 | 1% | -3% | i |
| O=C(Nc1cccc(S(=O)(=O)NC2=NCCC2)c1)c1cc(F)c(F)c(F)c1F | 0.1% | 7% | u | -6% | -13% | -5.8 | 0% | 9% | i |
| O=C(Nc1ccccc1C(=O)NC(Cc1c[nH]c2ccccc12)C(=O)O)c1ccccc1 (configuration not stated) | 0.2% | 16% | -2% | 0% | -1% | -0.3 | 11% | -10% | i |
| Cc1ccn(CC(C)C(=O)O)n1 (configuration not stated) | 0.1% | -1% | -14% | 1% | -3% | 2.3 | 6% | -23% | u |

New compounds follow
SMILES | Nrf2 activator | Nrf2 inh | TGFb inhibitor | A549 viability | HepG2 viability | IL-2 act | EPAC2 ag | ATXN2 expr inh | ATXN viability
CC(C)(C)c1ccc(-c2nc3n(c(=O)c2C#N)CCS3)cc1 | 3.0% | 4% | -15% | -4% | 1% | -2.9 | -7% | -4% | i
O=C(NCCOC(=O)c1ccncc1)c1ccccc1 | 2.8% | -5% | 1% | 3% | -16% | 0.2 | 11%[15.6 µM] | 9% | i
COc1ccc(NC(=O)CN(C)Cc2cccs2)cc1Cl | 3.0% | 0% | -17% | -4% | -23% | 0.0 | 14% | 24% | i
CCc1nc(SCC(=O)N2CCOCC2)c2c(=O)n(C)c(=O)n(C)c2n1 | -0.4% | 6% | -1% | -1% | -4% | -2.1 | 5% | 6% | i
Cc1ccc(S(=O)(=O)N2CCc3ccccc3C2)cc1C | 0.4% | -25% | -19% | 13% | -25% | -1.0 | 20% | -5% | i
COC(=O)c1sc(-c2ccc(C(C)(C)C)cc2)cc1NC(=O)/C=C/C(=O)O | u | u | 8.9µM* | -11% | 7.1µM* | -3.0 | -9% | u | x
COc1ccc(CCNC(=O)CS(=O)(=O)c2cn(CC(=O)N3CCOCC3)c3ccccc23)cc1OC | 0.2% | 10% | 0% | 12% | 5% | 1.3 | 5% | x | i
